# TrxR1 inh – inhibitors of rat thioredoxin reductase 1; recombinant rTrxR1, NADPH fluorescence consumption, selenite substrate; Potency, µM (series often up to 114 µM), inactives show at the top dose activity change, negative = inhibition, usual class: inhibitors; hit rate 1% among 390,000; AID 588453; further: potency means the concentration at half of the fitted maximal effect; on the % scale 0 is the no-effect control and ±100 the full control effect; nearly all actives have a fitted effect of over 65% in size
#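 Rat TrxR1 (90 nM in the dispensed reagent) was pre-reduced with 400 uM NADPH for 5 min at room temperature, then incubated with compound for 15 min. After 400 uM selenite was added, NADPH fluorescence (Ex 340/Em 450 nm) was followed for 8 min.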
# Vif-A3G inh – Vif-A3G binding inhibition; Q9HC16; HeLa A3G-eYFP + Vif (tagged APOBEC3G with the HIV-1 protein that degrades it), YFP fluorescence, overnight; Potency, µM (series often up to 46.1 µM), without a hit: top-dose activity, negative = active, usual class: inhibitors; hit rate 0.076% among 410,000;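 further: potency means the concentration at half of the fitted maximal effect; on the % scale 0 is the no-effect control and ±100 the full control effect; nearly all actives have a fitted effect of over 60% in size; hits raise eYFP signal because A3G escapes Vif-driven loss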
# Target sequence (Q9HC16 whole entry, looked up): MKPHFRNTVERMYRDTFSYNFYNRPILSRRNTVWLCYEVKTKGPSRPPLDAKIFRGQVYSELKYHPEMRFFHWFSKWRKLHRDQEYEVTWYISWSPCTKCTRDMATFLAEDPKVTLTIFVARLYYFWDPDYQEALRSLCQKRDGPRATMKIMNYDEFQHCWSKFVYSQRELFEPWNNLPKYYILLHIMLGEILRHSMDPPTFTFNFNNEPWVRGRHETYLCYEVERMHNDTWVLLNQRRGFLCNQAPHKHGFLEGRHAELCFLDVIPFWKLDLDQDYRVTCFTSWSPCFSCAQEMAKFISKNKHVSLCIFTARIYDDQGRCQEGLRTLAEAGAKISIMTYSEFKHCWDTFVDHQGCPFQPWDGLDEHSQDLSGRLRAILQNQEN
#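 HeLa cells stably expressing Vif and C-terminally eYFP-tagged A3G, seeded overnight at 37 deg C, then exposed to compound by pintool overnight at 37 deg C. Rise in yellow fluorescence (Ex 488/Em 500-530, Acumen) marks blocked Vif-driven A3G degradation.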
# USP1-UAF1 inh – blocks the human USP1/UAF1 deubiquitinase complex. O94782. recombinant USP1/UAF1, Ub-Rhodamine cleavage fluorescence. Potency, µM (highest dose often 57.1 µM), for the others: at the highest dose activity change, negative = inhibition, most hits filed as inhibitors. hit rate 0.23% among 390,000; further: potency means the concentration at half of the fitted maximal effect; on the % scale 0 is the no-effect control and ±100 the full control effect; nearly all actives have a fitted effect of over 60% in size; inactives centre near -12
#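 1 nM enzyme complex + cpd, 15 min RT; start with Ub-Rho 150nM final; kinetic fluorescence ex 480/em 540, 6 reads q60 s. Buffer 50mM HEPES pH 7.8, 0.5mM EDTA, 0.1 mg/ml BSA, 1mM TCEP, 0.01% Tween-20.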
# LDHA inh – LDHA (human) enzyme inhibition; activity change, % (values are at about 110 or 230 µM); AID 1347041; purified LDHA, NADH/diaphorase-resazurin fluorescence; active compounds read low; hit rate 0.15% among 480,000; in the data active means activity change below about -30%; inconclusive means mostly about -25% to -30%;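 further: plate controls were DMSO wells for no effect and wells without enzyme for full effect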
#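 Resorufin fluorescence (ex540/em590), read at 0 and 20 min after diaphorase/resazurin addition, reports the NADH left after a 5 min room-temperature reaction of 2 nM human LDH5 with 0.06 mM NADH and 0.2 mM pyruvate.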
# Glioma ERSR ind – induces the endoplasmic reticulum stress response in human glioma cells. hit rate 0.02% among 420,000. Potency, µM, for inactives: at the highest dose activation, hits mostly activators. U87-MG GRP78 promoter luciferase reporter, 16 h; further: potency means the concentration at half of the fitted maximal effect; series mostly up to about 76 µM; % of control where 0% means no effect; nearly all actives have a fitted effect of over 35% in size
#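 ERSR induction read as luciferase luminescence (Bright-Glo, 10 min at room temperature) in stably transfected human U87-MG glioma cells exposed to compounds for 16 h, using GRP78 as sensor.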
# RGS4 inhibitor – blocks human RGS4-accelerated GTP hydrolysis; P49798; Transcreener GDP fluorescence polarization, RGS4-accelerated GTP hydrolysis; Potency, µM (highest dose often 114 µM), inactives show top-dose activity change, negative = inhibition, hits mostly inhibitors; hit rate 0.039% among 390,000; AID 504845; further: potency means the concentration at half of the fitted maximal effect; on the % scale 0 is the no-effect control and ±100 the full control effect; nearly all actives have a fitted effect of over 75% in size; some results filed as inactive show a strong effect at the top dose
# Target sequence (P49798 whole entry, looked up): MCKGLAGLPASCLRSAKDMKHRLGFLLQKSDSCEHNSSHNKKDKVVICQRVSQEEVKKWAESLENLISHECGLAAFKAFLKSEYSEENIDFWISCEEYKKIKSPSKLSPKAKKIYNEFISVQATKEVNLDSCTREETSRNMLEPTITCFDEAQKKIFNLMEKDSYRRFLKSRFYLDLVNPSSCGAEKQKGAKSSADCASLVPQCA
#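 MLSMR compounds (23 nl, pin-transferred) preincubated 10 min at room temperature with a 500nM (2x) first reagent, then RGS4 at 900nM (2x) plus Transcreener GDP mix added; fluorescence polarization (620/688 nm) read before and after 90 min at 30 °C.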
# Vif-APOBEC3F blk – Vif-A3F binding inhibition; Potency, µM (doses to about 46.1 µM), without a hit: at the top dose activity, negative = active; hit rate 0.2% among 390,000; AID 602313; HeLa A3F-eYFP + Vif (tagged APOBEC3F with the HIV-1 protein that degrades it), YFP fluorescence increase; further: potency means the concentration at half of the fitted maximal effect; % of control where 0% means no effect; nearly all actives have a fitted effect of over 65% in size
#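 HeLa cells stably expressing A3F-eYFP plus Vif, plated and incubated overnight at 37 deg C, then exposed to compounds overnight at 37 deg C. Blocked degradation read as raised yellow fluorescence (Ex 488/Em 500-530).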
# TrxR1 substrate – substrates of rat thioredoxin reductase 1; O89049; hit rate 0.01% among 390,000; Potency, µM (doses to about 114 µM), inactives show at the highest dose activity change, negative = substrate turnover; purified TrxR1 substrate turnover, NADPH consumption readout; further: potency means the concentration at half of the fitted maximal effect; on the % scale 0 is the no-effect control and ±100 the full control effect; nearly all actives have a fitted effect of over 50% in size
#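 Rat TrxR1, dispensed at 90 nM, was prereduced with 400 uM NADPH (final) for 5 min at ~22 deg C, then incubated with compound 15 min before 400 uM selenite. A first-read NADPH fluorescence drop versus no-compound background flagged substrates.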
# mIDH1 inhibitor – inhibitors of human mutant IDH1 R132H; IDH1-R132H enzyme, NADPH consumption, diaphorase/resazurin fluorescence; hit rate 0.093% among 390,000; Potency, µM (titrated, usually from 76.6 µM), for inactives: top-dose activity change, negative = inhibition, hits mostly inhibitors; AID 602179; further: potency means the concentration at half of the fitted maximal effect; on the % scale 0 is the no-effect control and ±100 the full control effect; nearly all actives have a fitted effect of over 65% in size
# Target sequence (O75874 whole entry R132H, stated change not applied): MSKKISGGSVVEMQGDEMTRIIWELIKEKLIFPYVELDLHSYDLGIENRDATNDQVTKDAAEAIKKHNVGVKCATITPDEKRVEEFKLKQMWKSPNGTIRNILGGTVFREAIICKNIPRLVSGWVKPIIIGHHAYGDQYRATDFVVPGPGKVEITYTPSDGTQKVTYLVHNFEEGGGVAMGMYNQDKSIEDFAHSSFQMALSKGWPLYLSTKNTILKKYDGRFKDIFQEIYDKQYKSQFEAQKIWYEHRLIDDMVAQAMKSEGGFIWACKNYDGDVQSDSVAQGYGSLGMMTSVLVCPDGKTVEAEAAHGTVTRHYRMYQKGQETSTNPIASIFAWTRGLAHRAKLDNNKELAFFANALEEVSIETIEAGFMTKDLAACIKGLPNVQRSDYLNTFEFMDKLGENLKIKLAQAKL
#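 IDH1-R132H (0.5 ug/mL dispensed) in pH 7.5 Tris buffer was preincubated 30 min with compound, then given a substrate mix of 0.016 mM NADPH and 2 mM alpha-KG for 80 min at room temperature; remaining NADPH was read by diaphorase/resazurin fluorescence.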
# The depositor's hits bear a star; ? = inconclusive; · = no result given; & = joins results of further samples; [ ] = remark or other dose. Unless noted, the call rests on the fitted dose curve; in most records, active means well fitted curve in the direction sought with a large enough effect; inconclusive means small, poorly fitted or top-dose-only effect, or another doubt; inactive means no such curve, though single readings can be large; an effect the other way counts as inactive or inconclusive. Only part of the results is shown; rates above refer to the full screens.
Molecule	mIDH1 inhibitor	USP1-UAF1 inh	TrxR1 substrate	TrxR1 inh	RGS4 inhibitor	LDHA inh	Glioma ERSR ind	Vif-A3G inh	Vif-APOBEC3F blk
COc1cccc(CC2(CO)CCCN(Cc3sc(N4CCCC4)nc3Cl)C2)c1 (stereo not drawn)	8%	?	2%[57.1 µM]	-58%	4%	1	-2%	0%	-23%
O=C(Nc1ccccc1)c1ccc(Br)c(S(=O)(=O)Nc2cccnc2)c1	10%	-7%	-8%	-12%	-4%	-6	-5%	-1%	-8%
Cc1cc(C)cc(NC(=O)CSc2nc3c(c(=O)n2C)SC(C)C3)c1 (stereo not drawn)	13%	-6%	5%	24%	-6%	-4	-3%	-4%	-1%
Cc1noc(C)c1S(=O)(=O)N(C)C[C@@H]1OCc2cnnn2CCCC(=O)N([C@H](C)CO)C[C@@H]1C	4%	-18%	·	·	·	-7	-3%	0%	0%
O=C(Oc1ccc2cccc(OC(=O)N3CCOCC3)c2c1)N1CCOCC1	-3%	-6%	-5%	1%[57.1 µM]	-21%	1	-1%	-4%	5%
Cc1ccc(OCCn2cnc3c2c(=O)n(C)c(=O)n3C)cc1	-2%	6%	-1%	7%	-3%	-4	-2%	2%	?
COC(=O)c1sccc1NC(=O)/C=C/C(=O)O	5%	3%	-6%	0%	24%	-5	-3%	0%	0%
COc1ccc([C@H]2C[C@@H](n3cc(-c4ccc(F)cc4)nn3)[C@H](O)CN2Cc2cccs2)cc1	6%	-5%	·	·	·	-11	-1%	-26%	-19%
NNc1nc(Nc2ccc([N+](=O)[O-])cc2)nc(N2CCCCCC2)n1	-3%	-16%	-5%	9%	-12%	-8	-1%	1%	12%
O=C(NNC(=S)NC(=O)C12CC3CC(CC(C3)C1)C2)c1ccncc1	1%	-10%	2%	-20%	-43%	0	8%	2%	0%
CCOc1ccc(NC(=O)CNC(=O)c2nn(-c3ccc(OC)c(OC)c3)c(=O)c3ccccc23)cc1	3%	-24%	-3%	7%	?	4	-2%	3%	-13%
Cc1cc(C)c2c(c1)C1C=CCC1C(C(=O)O)N2 (stereo not drawn)	·	·	1%	1.4µM*	?	6	-4%	3%	·
COc1ccc(CCC(=O)NCc2cnn(C)c2)cc1	3%	1%	7%	20%	5%	-1	-4%	2%	-13%
COc1ccc(C(=O)O)cc1S(=O)(=O)NC(C)(C)C	-4%	-28%	4%	24%	-9%[11.4 µM]	-1	-1%	-1%	4%
COc1ccccc1CNC(=O)COC(=O)c1ccccc1-c1ccccc1	1%	-8%	-5%	2%	-6%	0	-2%	1%	-7%
Cc1cccc(N2CCN(c3ccc(N4C(=O)CCCC4=O)cc3[N+](=O)[O-])CC2C)c1 (stereo not drawn)	10%	-17%	-10%	-33%	7%	-5	-4%	1%	-1%
O=C(Nc1ccsc1C(=O)O)c1ccc(Cl)cc1	10%	-25%	13%[57.1 µM]	16%[57.1 µM]	5%	-5	-3%	-14%	-2%
Cc1occc1C(=O)N/N=C/C=C/c1ccccc1[N+](=O)[O-]	6%	-4%	-4%[57.1 µM]	13%[57.1 µM]	13%	-8	?	1%	3%
CCOc1ccc(CCNC(=O)CS(=O)(=O)Cc2nc(-c3ccccc3F)oc2C)cc1	0%	-15%	-3%	-11%	-1%	-2	-4%	1%	2%
CCc1ccc2oc(-c3cc(NC(=O)c4cc(OC)c(OC)c(OC)c4)ccc3O)nc2c1	-9%	-8%	-8%	-4%	-3%	-3	3%	2%	?
O=C(c1cc2c(s1)-c1ccccc1OC2)N1CCCC1	4%	-19%	299%[activator][57.1 µM]	46%[activator][57.1 µM]	-11%	-4	2%	-5%	1%
CCc1ccc(OCCCn2c(CCCNC(=O)C3CCCCC3)nc3ccccc32)cc1	·	·	5%[0.0914 µM]	8%	-9%	1	-2%	1%	·
O=C(Nc1ccc(Cl)c(Cl)c1)N1CCSCC1	8%	-16%	5%	12%	-11%	-4	5%	2%	5%
Cc1ccc(S(=O)(=O)OCCC2=CC(=O)CCN2Cc2ccccc2)cc1	17%	-19%	4%	?	-16%	5	-2%	1%	3%
COCCCNc1nc2c(c(=O)n(Cc3cccc(Br)c3)c(=O)n2C)n1C	-7%	-28%	-4%[57.1 µM]	3%[57.1 µM]	4%	-12&5	-2%	0%	-14%
O=C(NC1CCN(c2ncccn2)CC1)c1cccc(F)c1	-3%	-18%	9%	20%	-27%	-1	0%	0%	0%
Cc1cc(O)c(C(=O)/C=C/c2c(F)c(F)c(F)c(F)c2F)c(=O)o1	10%	?	7%[57.1 µM]	-2%[57.1 µM]	-20%	1	3%	-25%	?
COCCCNC(=S)N/N=C/c1ccc(OC)c(Br)c1	0%	-9%	4%[57.1 µM]	15%[57.1 µM]	13%	-14	1%	2%	?
CCN(CC(=O)Nc1c(F)cccc1F)C(=O)Cc1ccc(S(=O)(=O)N2CCOCC2)s1	5%	-20%	-6%	-5%	-19%	1	-4%	-2%	1%
COc1ccc(NC(=O)c2cc(OC)c(OC)c(OC)c2Br)cc1OC	8%	-15%	-3%	-5%	-2%	-7	-6%	-1%	-1%
COc1ccc(NC(=O)Cn2nnc(C(=O)NCc3cccs3)c2N)cc1OC	-8%	-21%	-9%	-7%	7%[56.9 µM]	-11	-3%	-3%	0%
COc1cc(CCC(=O)N2CCN(c3ccccc3)CC2)cc(OC)c1OC	5%	-16%	5%[57.1 µM]	14%[57.1 µM]	-20%	-3	-3%	-1%	7%
CC(=O)Nc1ccc(NC2=Nc3ccccc3N3C2=Nc2c(c(C)nn2-c2ccccc2)C3c2ccccc2)cc1 (stereo not drawn)	-1%	?	1%	4%	6%	-9	-4%	-7%	-7%
Cc1ccc(NC(=O)Nc2nc3c(s2)CCCCCC3)cc1C	-24%	?	-1%[57.1 µM]	17%[57.1 µM]	-8%	-2	5%	-3%	-5%
CCOc1ccc(CCNC(=O)COC(=O)c2ccc(C)s2)cc1OCC	0%	-6%	-6%	1%	-21%	-11	-2%	3%	1%
Cc1ccc(C(C2=C(O)CC(C)(C)CC2=O)C2C(=O)CC(C)(C)CC2=O)o1 (stereo not drawn)	-1%	-19%	-7%	?	?	5	9%	0%	-2%
CNC(=O)C1CC(=O)N(Cc2ccccc2)C(=Nc2ccc(OC)cc2)S1 (stereo not drawn)	-2%	-11%	1%[57.1 µM]	6%[57.1 µM]	-17%	-2	-2%	-4%	4%
CCCC(=O)N(Cc1cc2cc(OC)ccc2[nH]c1=O)c1ccccc1OC	-8%	-4%	·	·	·	-16	0%	-4%	2%
COc1ccccc1NC(=O)COC(=O)c1ccc(S(=O)(=O)N2CCCCCC2)cc1	1%	-1%	-8%	7%[57.1 µM]	34%	-3	-1%	-4%	-2%
Cc1ccc(N(C)S(=O)(=O)c2cc3c(cc2C)NC(=O)CO3)cc1	3%	-16%	1%[57.1 µM]	10%[57.1 µM]	-13%	-3	-2%	0%	0%
O=C(Nc1ccc(Br)cc1F)c1cccnc1	-3%	-10%	-6%	-11%	24%[11.4 µM]	-11	2%	-19%	1%
c1ccc(-n2nnnc2OCCOc2nnnn2-c2ccccc2)cc1	0%	-8%	7%	6%	-13%	0	-4%	-2%	2%
COc1ccc(OC)c(C2C(C(C)=O)=C(C)Nc3ncnn32)c1 (stereo not drawn)	6%	-8%	-9%	6%[57.1 µM]	-18%	1	-3%	-5%	-6%
CCn1c(SCC(=O)c2cc(OC)ccc2OC)nnc1C(C)C	8%	-10%	0%	?	?	13	?	-9%	3%
CCC(=O)N1CCc2cc(Br)cc(S(=O)(=O)N3CCC(C(=O)NC(C)C)CC3)c21	13%	-22%	9%	30%	11%	-2	-3%	11%	?
COc1ccc(NC(=O)[C@H](Cc2ccccc2)N2Cc3ccccc3C2=O)cc1OC	28%	-5%	-10%	-7%	10%	0	-2%	3%	-6%
Cc1c(Cc2ccccc2)c(=O)oc2c(C)c(OCC(=O)Nc3ccc(C#N)cc3)ccc12	-1%	-24%	23%[57.1 µM]	18%[57.1 µM]	-4%	-10	-3%	1%	-2%
Cc1cc(C)c2nc(SCCc3ccccc3)nc(C)c2c1	2%	-8%	-5%	17%[57.1 µM]	74%[activator]	-7	-1%	1%	2%
CCOC(=O)CCc1c(C)c2c(C)nn(-c3ccccc3)c2[nH]c1=O	-15%	-3%	2%	22%	2%	-13	-2%	1%	3%
COCCCN1C(=O)c2[nH]nc(-c3cc(C)ccc3O)c2C1c1ccc(F)cc1 (stereo not drawn)	0%	-20%	-7%	2%	-17%	4	1%	-1%	5%
CN(C)S(=O)(=O)c1cccc(NC(=O)CN(CCO)CC(=O)Nc2cccc(S(=O)(=O)N(C)C)c2)c1	14%	-10%	1%[57.1 µM]	-2%[57.1 µM]	0%	-1	-5%	-3%	-7%
O=C(O)CCC(=O)NNC(=O)COc1ccc(Cl)cc1Cl	0%	-5%	-20%[57.1 µM]	33%[57.1 µM]	-7%	0	-2%	-6%	5%

# Screening data (PubChem BioAssay)
